HCMV antiviral = human cytomegalovirus inhibition | 410,000 tested, 4.5% active | AID 1259415 | activity change, negative = inhibition, % at 57.5 µM | HFF cells, HCMV-luciferase reporter, 72 h; hits give low values; in the data active means activity change below about -60%; inconclusive means no clear call, values can overlap the other calls; inactive means above about -39%; further: on the % scale 0 is the no-effect control and ±100 the full control effect
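Two compound doses tested in HFFs infected with HCMV-luciferase, MOI 1 PFU/cell, 72 h at 37C. Lysate luminescence read with OneGlo; data normalized against buffer-only and 10uM Salinomycin inhibitor controls.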
AMA1 RON2 block = disrupts binding of P. falciparum AMA1 to RON2. AlphaScreen AMA1-biotinylated RON2 peptide binding. Potency, µM (highest dose often 58.2 µM), for inactives: top-dose activity change, negative = inhibition, usual class: inhibitors. 360,000 tested, 0.2% active. AID 720542;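 further: potency means the concentration at half of the fitted maximal effect; 0% = vehicle wells and -100% = peptide control; nearly all actives have a fitted effect of over 45% in size; some results filed as inactive show a strong effect at the top dose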
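AMA1 (3D7) with his tag at 25 nM final met compounds first, then biotinylated RON2 peptide at 25 nM; detection used donor plus acceptor beads, 10 µg/mL apiece, read by AlphaScreen after 30 min at room temperature.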
Cycloheximide cs = affects cycloheximide protein synthesis inhibition readout, counter-screen. cell reporter, cycloheximide protein synthesis inhibition counterscreen. 300,000 tested, 12% active. max response, %; in the data active means max response mostly above about 13%, no sharp cut-off; inactive means mostly below about 14%; further: read at 38.3 µM for the half of the compounds with a filed dose; 0% is about no effect
Giardia FBPA inh = inhibitors of Giardia lamblia fructose-1,6-bisphosphate aldolase; AID 2451; Potency, µM (highest dose often 59.6 µM), for the others: top-dose activity, negative = inhibition, usual class: inhibitors; A8B2U2; 290,000 tested, 0.71% active; purified Giardia FBPA; further: potency means the concentration at half of the fitted maximal effect; on the % scale 0 is the no-effect control and ±100 the full control effect; nearly all actives have a fitted effect of over 55% in size
Target sequence (A8B2U2 whole entry, looked up): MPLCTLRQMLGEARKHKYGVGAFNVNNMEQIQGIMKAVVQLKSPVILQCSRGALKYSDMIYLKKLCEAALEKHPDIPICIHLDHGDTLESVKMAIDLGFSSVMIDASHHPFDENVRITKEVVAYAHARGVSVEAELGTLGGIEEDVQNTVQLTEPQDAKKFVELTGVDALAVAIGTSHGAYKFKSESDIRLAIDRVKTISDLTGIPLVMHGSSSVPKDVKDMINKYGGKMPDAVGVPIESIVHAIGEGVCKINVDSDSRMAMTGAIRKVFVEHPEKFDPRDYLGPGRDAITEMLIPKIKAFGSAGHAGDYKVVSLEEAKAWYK
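40 nM FBPA preincubated 10 min at RT with compound (up to 57.5 uM final), then substrate plus GAPDH/TPI/NAD/arsenate coupling and diaphorase/resazurin added. Fluorescence read after 20 min at RT, 525/598 nm.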
AmpC no deterg = blocks E. coli AmpC beta-lactamase in detergent-free assay; P00811; AmpC nitrocefin hydrolysis, absorbance 480 nm, 0.0001% Triton; 330,000 tested, 0.52% active; AID 485341; Potency, µM (doses to about 57.1 µM), for the others: top-dose activity change, negative = inhibition, actives largely listed as inhibitors;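 further: potency means the concentration at half of the fitted maximal effect; plate controls were no compound for no effect and no enzyme for full effect; nearly all actives have a fitted effect of over 20% in size; some results filed as inactive show a strong effect at the top dose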
Target sequence (P00811 whole entry, looked up): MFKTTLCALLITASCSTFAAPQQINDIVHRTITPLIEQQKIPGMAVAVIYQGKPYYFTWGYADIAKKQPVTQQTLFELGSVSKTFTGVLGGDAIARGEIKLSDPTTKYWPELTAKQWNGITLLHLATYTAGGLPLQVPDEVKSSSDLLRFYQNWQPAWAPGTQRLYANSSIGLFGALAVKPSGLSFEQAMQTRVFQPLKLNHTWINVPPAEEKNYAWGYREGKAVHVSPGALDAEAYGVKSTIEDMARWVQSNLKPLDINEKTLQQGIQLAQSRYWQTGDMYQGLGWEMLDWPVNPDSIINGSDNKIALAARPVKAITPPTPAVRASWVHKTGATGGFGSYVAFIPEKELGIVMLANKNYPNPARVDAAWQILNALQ
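AmpC (5.3 nM in the dispensed reagent) in 20 mM phosphate pH 7.0 with 0.01% (detergent screen) or 0.0001% Triton X-100 was preincubated with compounds for 15 min at room temperature. Nitrocefin was then added from an 800 uM solution, and hydrolysis was followed at 480 nm.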
AmpC detergent = inhibitors of E. coli AmpC beta-lactamase with detergent; Potency, µM (doses to about 114 µM), inactives show top-dose activity change, negative = inhibition, hits mostly inhibitors; AmpC hydrolysis of nitrocefin, absorbance 480 nm, 0.01% Triton; AID 485294; P00811; 370,000 tested, 0.041% active;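 further: potency means the concentration at half of the fitted maximal effect; 0% = no-compound wells and -100% = no-enzyme wells; nearly all actives have a fitted effect of over 25% in size; some results filed as inactive show a strong effect at the top dose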
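20 mM phosphate pH 7.0 + 0.01% (detergent screen) or 0.0001% Triton X-100; 5.3 nM AmpC reagent; cpd preinc 15 min RT; nitrocefin (800 uM stock) to start; A480 q20 s × 4 min; Activity was normalised to no-enzyme and no-compound control wells.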
Shiga toxin inh = inhibitors of Shiga toxin in Vero cells. Vero cells, Shiga toxin protein synthesis inhibition reporter. 290,000 tested, 9.2% active. inhibition, % at 38.7 µM. AID 2315; in the data active means inhibition mostly above about 28%, no sharp cut-off; inactive means mostly below about 43%; further: 0% is about no effect
* marks the source's active call; other numbers are inactive results; ? = inconclusive; . = not tested or not shown; [ ] = dose if it differs, or a comment. Unless noted, the call rests on the fitted dose curve; in most records, active means well fitted curve in the direction sought with a large enough effect; inconclusive means small, poorly fitted or top-dose-only effect, or another doubt; inactive means no such curve, though single readings can be large; an effect the other way counts as inactive or inconclusive.

SMILES | HCMV antiviral | AMA1 RON2 block | Cycloheximide cs | Giardia FBPA inh | AmpC no deterg | AmpC detergent | Shiga toxin inh
Cn1c2ccccc2c2n[nH]c(=S)nc21 | -20 | 79%[activator] | -2 | 4% | -7% | ? | .
CC(C)c1nnc(NC(=O)C2CCCCC2)s1 | ? | 5% | 13* | 1% | -21% | ? | 20*
C=CCN1C(=O)C(CCCC)NC1=S (stereo unspecified) | -12 | -12% | -3 | -8% | -15% | 0% | -7
CN(C)S(=O)(=O)c1ccc(C(=O)OCC(=O)c2csc(N3CCCCC3)n2)cc1 | 67 | 0% | . | . | -19% | 1% | .
Cc1nnc2c(SC(C)C)nc3ccccc3n12 | -82* | -1% | -6 | 10% | 70%[activator] | -3% | -3
COCCOC(=O)c1ccc(NC(=O)COc2ccc([N+](=O)[O-])cc2)cc1 | -18 | 5% | -10 | 1% | -36% | -11% | -4
CCOc1ccccc1Nc1nc(-c2sc(C)nc2C)cs1 | 59 | ? | 19* | -5% | 115%[activator] | 4% | 48*
CC(=O)Nc1sc(C)c(C)c1C(=O)OCC(=O)N(C)c1c(N)n(Cc2ccccc2)c(=O)[nH]c1=O | 3 | 14% | . | . | 0% | -13% | .
COc1cc(OC)c(C(=O)/C=C/c2ccccc2)c(O)c1O | 7 | -26% | 5 | 10% | -20% | -1% | 4
COc1ccc(/C=C2\SC(=S)N(CCCC(=O)N3CCCCC3CCO)C2=O)cc1 (stereo unspecified) | -100* | -19% | -2 | . | 172%[activator] | 2% | 1
COc1cccc(C(=O)CN2C(=O)C(C)(C)Oc3ccc(C(=O)N4CCCCCC4)cc32)c1 | 1 | -16% | 31* | 7% | 82%[activator] | -7% | 6
Clc1ccccc1OCc1nc(-c2ccccn2)no1 | 56 | 11% | 33* | -6% | -17% | -14% | 70*
O=C(Cc1ccccc1)NC(NCCc1ccccc1)C(Cl)(Cl)Cl (stereo unspecified) | ? | 7% | 1 | 1% | -20% | ? | 14
C[C@]12c3[nH]c4cc(-c5ccco5)ccc4c3CCN1C(=O)[C@@H](CC(=O)NCCc1ccccn1)C[C@@H]2C(=O)N1CCCCC1 | ? | -5% | . | . | 165%[activator] | . | .
Cc1ccccc1NCC(=O)N/N=C\C=C\c1cccc([N+](=O)[O-])c1 | -11 | 50%[activator] | 15 | 1% | -28% | -12% | -9
CCOc1cc(C(=O)CCC(=O)OCC(=O)N2c3ccccc3NC(=O)C2(C)C)ccc1O | 23 | 2% | 10 | -9% | -11% | 0% | -20
O=C(Nc1nc2c(s1)CCCC2)c1cc(-c2ccncc2)nc2ccccc12 | 31 | -14% | 2 | -2% | 19% | -14% | -2
C=CCNC(=O)c1cc2nc(C3CC3)cc(C(F)F)n2n1 | 38 | 2% | 11 | -1% | -23% | -4% | 15
CCCCNc1c2c3c(cccc3n(C)c1=O)C(=O)c1ccccc1-2 | . | 63%[activator] | -4 | 2% | -22% | 0% | -8
CC[C@]12c3[nH]c4cc(CCC(=O)N(C)C)ccc4c3CCN1C(=O)[C@@H](CC(=O)NCc1cccc(C(F)(F)F)c1)C[C@@H]2C(=O)N1CCN(C(=O)C2CC2)CC1 | 32 | 6% | . | . | 197%[activator] | . | .
CSc1ncc(CN2CCc3c([nH]c4ccccc34)C2c2cccc(O)c2)cn1 (stereo unspecified) | -22 | -8% | 1 | -18% | -23% | -9% | -7
Cc1ccc(Oc2coc3cc(OC(=O)c4cccs4)ccc3c2=O)cc1 | -13 | 13% | 15 | -4% | -37% | 2% | 16
Cc1cc(N2CCOCC2)nc2ccc(NC(=O)CCC(=O)N3CCCC(C)C3)cc12 (stereo unspecified) | 115 | 14% | 54* | -6%[12.9 µM] | 18% | -12% | 92
COc1ccccc1OCCSc1nc2ccccc2n1CCO | -9 | 21% | 11 | 1% | 10% | -7% | 18
CCOC(=O)N1CCN(S(=O)(=O)c2ccc(Cl)cc2)CC1 | 42 | -5% | -2 | 10% | -3% | -14% | -11
O=C(/C=C/c1ccc(F)cc1)Nc1cccc(S(=O)(=O)N2CCOCC2)c1 | -3 | -4% | . | . | -15% | . | .
C=CCNC(=S)N1CCN(CCN=CC2=C(O)CC(c3ccc(Cl)cc3)CC2=O)CC1 (stereo unspecified) | 13 | 60%[activator] | -2 | -16% | 165%[activator] | ? | -11
CCc1cccc(CC)c1NC(=O)CN1CCN(c2ccccc2)CC1 | -14 | -29% | -5 | -10% | 69%[activator] | ? | -28
Cc1cc[n+](CCC(=O)O)c2ccccc12 | 11 | -9% | 8 | -6% | 4% | -8% | -12
Cc1nc2c(-c3ccccc3)cnn2c(N2CCOCC2)c1C | 149 | 41%[activator] | 47* | 1% | 2% | 7% | 98*
Cc1noc(C)c1CSc1nnc(-c2ccccc2)o1 | -3 | 5% | 4 | 7% | -11%[11.4 µM] | ? | 11
CCCC(=O)Nc1nnc(S(=O)(=O)N2CCCC2)s1 | 32 | -2% | 1 | -27% | -17% | ? | -7
Cc1cccc(OCc2nnc(SCC(=O)N3c4ccccc4CC3C)n2C)c1C (stereo unspecified) | -22 | -15% | 0 | -11% | 143%[activator] | 6% | 17
CC1CCN(C2=NC(=O)/C(=C/c3cn(-c4ccccc4)nc3-c3cccc(S(=O)(=O)N(C)C)c3)S2)CC1 | -62* | -9% | -7 | -9% | -1% | 0% | 15
CN(C)C(CNC(=O)CCc1nc2ccccc2s1)c1ccccc1 (stereo unspecified) | 7 | 18% | 5 | 2% | 2% | -21% | -3
COc1ccc(-c2nc(=S)[nH][nH]2)cc1 | 93 | 12% | 13* | -10% | -18% | ? | 108*
O=c1cc(CN2CCN(c3ccc(O)cc3)CC2)nc2scc(-c3ccccc3)n12 | 21 | -4% | 9 | -27% | -7% | -8% | 10
CNc1n[nH]c(=S)s1 | -18 | -3% | 6 | 18µM* | -14% | 1% | 23
CSc1ccc(Cl)c(C(=O)N2CCN(c3ncccn3)CC2)c1 | 6 | -3% | . | . | -4% | ? | .
CC1(C)CC(N(CCc2ccccc2)Cc2ccccc2)CCO1 (stereo unspecified) | 0 | -7% | 5 | ? | 45% | 5% | -12
CCC(c1nnc(SCC(=O)N2CC(=O)Nc3ccccc32)n1Cc1ccccc1)N(C)C (stereo unspecified) | 140 | 9% | -3 | 2% | 24% | -11% | -14
CCOC(=O)N1CCN(C(=O)CN(CC)S(=O)(=O)c2cc(C)ccc2OC)CC1 | 5 | -3% | 2 | 10% | 42% | ? | 13
S=c1[nH]nc(-c2ccccc2)n1/N=C/c1c[nH]c2ccccc12 | 22 | 58%[activator] | -6 | -2% | -30% | ? | -7
C/C(=N/NC(=O)c1ccn(C)n1)c1ccncc1 | 22 | -2% | 52* | ? | -22% | -1% | 81*
COC(=O)c1ccc(OCC(=O)NC2CCCCCCC2)cc1 | 29 | -12% | . | . | -11% | . | .
O=C(CCN1C(=O)c2ccccc2C1=O)Nc1sc2c(c1C(=O)NCC1CCCO1)CCC2 (stereo unspecified) | -32 | -5% | -2 | 2% | 144%[activator] | 1% | -5
CCOC(=O)N1CCN(C(=O)C2CCCN(S(=O)(=O)c3ccc(OCC)cc3)C2)CC1 (stereo unspecified) | ? | 13% | 10 | 6% | 112%[activator] | ? | 34
CCc1noc(C)c1C(=O)NCCc1c[nH]c2ccccc12 | -27 | 2% | . | . | -7% | ? | .
COc1ccc(/C=C(/NC(=O)c2ccccc2)C(=O)N/N=C/c2sccc2C)cc1 | ? | -3% | -4 | 4% | -22% | -12% | 15
Oc1ccc(Oc2ccc(Oc3ccc(O)cc3)cc2)cc1 | -35 | -7% | 17* | 7% | -60% | ? | .
COc1ccc(CCNC(=O)/C=C/C(=O)O)cc1OC | -13 | 0% | -1 | -2% | -9% | -3% | 24
COc1ccc(C2CC(c3ccc(OC)c(OC)c3)=NN2S(C)(=O)=O)cc1 (stereo unspecified) | 80 | -11% | 63* | 6% | 52% | 2% | 88*
Cc1cccc(-n2c(SCC(=O)Nc3ncc(Cl)cc3Cl)nc3ccccc32)c1 | -99* | -13%[11.6 µM] | 11 | -1% | -13% | 0% | 13
C[C@@H](C(=O)N1CCNCC1)n1cc(CCC(=O)O)nn1 | -2 | 2% | -2 | -4% | -7% | -5% | -9
COc1ccc(C(=O)[C@H]2[C@H]3C(=O)N(c4ccccc4)C(=O)[C@H]3C3C=CC=NN32)cc1 (stereo partly specified) | 194 | -10% | 10 | ? | 49% | -4% | 14
O=c1c2ccccc2nc(/C=C/c2cccc([N+](=O)[O-])c2)n1CCO | ? | 0% | -2 | 2% | 15% | ? | -4
COc1ccc(NC(=O)CN(C)C(=O)c2csc3c2CCCC3)cc1 | -5 | -11% | . | . | -6% | -1% | .
Cc1cc2cc(CNC(=S)NCc3ccccc3)ccc2n1C | ? | ? | -1 | -3% | -40% | -13% | 35
Cc1nnc(SCC(=O)Nc2ccc(N3CCOCC3)cc2)n1Cc1ccccc1 | 6 | -3% | . | . | -8% | -7% | .
CC(=O)Nc1ccc(NC(=S)NC(=O)C2CCCC2)cc1 | 38 | 9% | 14 | . | 2% | 1% | -13

Compounds listed so far that contain a COOH group:
SMILES | HCMV antiviral | AMA1 RON2 block | Cycloheximide cs | Giardia FBPA inh | AmpC no deterg | AmpC detergent | Shiga toxin inh
Cc1cc[n+](CCC(=O)O)c2ccccc12 | 11 | -9% | 8 | -6% | 4% | -8% | -12
COc1ccc(CCNC(=O)/C=C/C(=O)O)cc1OC | -13 | 0% | -1 | -2% | -9% | -3% | 24
C[C@@H](C(=O)N1CCNCC1)n1cc(CCC(=O)O)nn1 | -2 | 2% | -2 | -4% | -7% | -5% | -9

Record cards, from the list above. Order of values: HCMV antiviral	AMA1 RON2 block	Cycloheximide cs	Giardia FBPA inh	AmpC no deterg	AmpC detergent	Shiga toxin inh
Profile of COc1ccc(CCNC(=O)/C=C/C(=O)O)cc1OC → -13	0%	-1	-2%	-9%	-3%	24
Profile of COC(=O)c1ccc(OCC(=O)NC2CCCCCCC2)cc1 → 29	-12%	.	.	-11%	.	.

Following part:
SMILES | HCMV antiviral | AMA1 RON2 block | Cycloheximide cs | Giardia FBPA inh | AmpC no deterg | AmpC detergent | Shiga toxin inh
COCCn1c(SCC(=O)N2CCCCC2)nc2cccnc21 | -14 | 22% | -2 | 3% | -5% | ? | -10
CCOc1ccc(OCC)c(NC(=O)CCn2c(=O)oc3ccccc32)c1 | -10 | -7% | 2 | -13% | -7% | 0% | -7
CCc1ccc(NC(=O)NCCN2CCCCC2)cc1 | 13 | 2% | 1 | -12% | -4% | 4% | 30
COC(=O)CC(NS(=O)(=O)c1cccs1)c1ccc2c(c1)OCO2 (stereo unspecified) | 55 | 10% | -3 | -4% | -2% | 0% | -8
CCOc1ccc(C2C(C#N)=C(N)Oc3cc(C)[nH]c(=O)c32)cc1OC (stereo unspecified) | 16 | 4% | 9 | -9% | -13% | -3% | -3
CCNC(=O)Nn1c(C)nnc1C | -12 | 3% | 9 | 0% | -14% | -1% | -21
